Screens as filed in PubChem.
Yp Topo-I inh: Y. pestis Topo-I inhibition via cleavage products; Y. pestis Topo-I cleavage product accumulation, plate reader; activity, % at 10 µM; 360,000 compounds, 0.064% hits; AID 504884; in the data active = activity above about 50%, passing the limit was not always enough; note: inactives centre near 2
FadD28 FP inh: M. tuberculosis FadD28 bisubstrate binding inhibition | 360,000 compounds, 0.22% hits | inhibition, % at 12.5 µM | FadD28 bisubstrate probe binding, fluorescence polarization; in the data active = inhibition above about 8.5%, passing the limit was not always enough
GDH-TPI inh: inhibits GDH-TPI coupling enzymes, artifact for Mtb FBA screen; inhibition, % at 4.8 µM; GDH-TPI coupled enzyme counterscreen, NADH absorbance; 360,000 compounds, 1.2% hits; AID 588335; in the data active = inhibition above about 30%;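 note: 0% = DMSO wells and 100% = wells lacking the enzyme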
BioA inh: BioA (M. tuberculosis) enzyme inhibition. purified M. tuberculosis BioA enzyme, plate reader. 360,000 compounds, 0.096% hits. inhibition, % at 9.99 µM; in the data active = inhibition above about 40%
PfHsp40 yeast: rescue of PfHsp40-mediated yeast toxicity; growth rescue, % at 12.5 µM; AID 504582; S. cerevisiae expressing PfHsp40, growth rescue, ATP luminescence; 340,000 compounds, 0.68% hits; in the data active = growth rescue above about 28%, passing the limit was not always enough;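 note: yeast W303a lacking pdr1 and pdr3 grown in galactose medium; growth measured after three days at 30 °C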
UGM FP inh: Mtb UDP-galactopyranose mutase inhibition; P9WIQ1; purified UGM, fluorescence polarization probe displacement; inhibition, % at 10 µM; 320,000 compounds, 0.06% hits; AID 504406; in the data active = inhibition above about 10%, passing the limit was not always enough
TcdB inh: blocks C. difficile toxin B glycohydrolase activity; inhibition, % at 9.99 µM; TcdB glycohydrolase enzymatic assay, plate reader; P18177; 350,000 compounds, 0.24% hits; in the data active = inhibition above about 10%
Target sequence (P18177 whole entry, looked up): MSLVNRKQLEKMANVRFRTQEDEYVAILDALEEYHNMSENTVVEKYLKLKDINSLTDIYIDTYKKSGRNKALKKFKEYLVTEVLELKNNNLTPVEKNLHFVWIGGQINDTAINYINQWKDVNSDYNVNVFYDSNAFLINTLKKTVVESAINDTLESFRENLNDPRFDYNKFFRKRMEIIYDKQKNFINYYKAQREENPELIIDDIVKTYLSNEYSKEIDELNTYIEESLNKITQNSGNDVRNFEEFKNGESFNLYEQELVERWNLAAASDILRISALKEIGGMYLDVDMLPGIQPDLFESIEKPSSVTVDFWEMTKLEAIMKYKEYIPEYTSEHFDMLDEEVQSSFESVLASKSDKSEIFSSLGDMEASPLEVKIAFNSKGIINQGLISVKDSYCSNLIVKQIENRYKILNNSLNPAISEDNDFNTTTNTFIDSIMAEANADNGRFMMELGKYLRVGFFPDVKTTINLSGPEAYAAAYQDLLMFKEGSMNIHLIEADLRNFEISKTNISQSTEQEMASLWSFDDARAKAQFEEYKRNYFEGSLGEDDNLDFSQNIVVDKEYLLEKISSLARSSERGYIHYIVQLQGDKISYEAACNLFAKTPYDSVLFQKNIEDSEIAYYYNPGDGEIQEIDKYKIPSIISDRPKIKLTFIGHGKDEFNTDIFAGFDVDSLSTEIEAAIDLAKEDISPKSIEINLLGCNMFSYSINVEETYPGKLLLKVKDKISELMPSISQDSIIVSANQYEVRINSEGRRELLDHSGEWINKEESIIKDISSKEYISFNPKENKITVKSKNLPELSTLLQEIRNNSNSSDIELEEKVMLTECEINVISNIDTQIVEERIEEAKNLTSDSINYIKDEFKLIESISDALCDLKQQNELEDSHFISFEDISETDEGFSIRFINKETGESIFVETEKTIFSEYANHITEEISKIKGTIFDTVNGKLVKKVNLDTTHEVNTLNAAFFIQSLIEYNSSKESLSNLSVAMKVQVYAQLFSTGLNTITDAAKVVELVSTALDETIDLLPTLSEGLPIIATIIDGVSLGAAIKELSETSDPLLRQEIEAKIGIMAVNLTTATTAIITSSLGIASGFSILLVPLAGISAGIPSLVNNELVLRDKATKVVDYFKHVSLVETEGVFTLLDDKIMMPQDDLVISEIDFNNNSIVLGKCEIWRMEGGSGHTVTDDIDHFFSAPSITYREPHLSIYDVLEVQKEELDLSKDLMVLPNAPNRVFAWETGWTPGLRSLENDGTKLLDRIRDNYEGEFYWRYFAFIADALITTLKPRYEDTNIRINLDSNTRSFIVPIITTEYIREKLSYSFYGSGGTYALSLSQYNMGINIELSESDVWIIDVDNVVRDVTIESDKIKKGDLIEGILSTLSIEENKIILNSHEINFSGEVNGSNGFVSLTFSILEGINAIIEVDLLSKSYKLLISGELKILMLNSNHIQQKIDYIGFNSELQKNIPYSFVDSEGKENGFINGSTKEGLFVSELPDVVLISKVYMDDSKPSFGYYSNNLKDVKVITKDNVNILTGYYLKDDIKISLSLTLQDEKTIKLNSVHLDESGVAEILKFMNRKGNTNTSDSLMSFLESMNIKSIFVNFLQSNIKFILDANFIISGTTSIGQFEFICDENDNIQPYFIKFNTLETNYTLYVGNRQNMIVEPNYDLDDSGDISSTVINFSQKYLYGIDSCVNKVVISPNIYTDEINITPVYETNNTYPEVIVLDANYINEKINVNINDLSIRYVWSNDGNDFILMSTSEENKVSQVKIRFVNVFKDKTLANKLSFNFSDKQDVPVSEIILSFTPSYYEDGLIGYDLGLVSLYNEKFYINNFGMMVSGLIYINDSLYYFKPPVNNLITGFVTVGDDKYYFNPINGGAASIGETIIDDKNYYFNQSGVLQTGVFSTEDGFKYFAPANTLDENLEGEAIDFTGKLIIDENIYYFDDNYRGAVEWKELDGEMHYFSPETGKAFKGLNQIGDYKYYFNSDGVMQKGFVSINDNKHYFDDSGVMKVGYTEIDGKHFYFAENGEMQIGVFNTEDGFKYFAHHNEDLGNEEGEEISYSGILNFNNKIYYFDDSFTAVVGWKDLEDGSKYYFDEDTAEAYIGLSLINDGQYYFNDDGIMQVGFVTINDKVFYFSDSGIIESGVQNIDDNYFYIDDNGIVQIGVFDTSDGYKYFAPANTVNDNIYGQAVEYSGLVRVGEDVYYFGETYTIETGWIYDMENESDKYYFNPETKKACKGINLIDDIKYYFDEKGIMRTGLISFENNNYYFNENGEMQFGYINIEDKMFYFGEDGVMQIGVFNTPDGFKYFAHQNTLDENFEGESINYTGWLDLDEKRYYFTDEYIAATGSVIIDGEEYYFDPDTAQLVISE
FBA Mtb inh: inhibitors of M. tuberculosis fructose-bisphosphate aldolase; P9WQA3; purified M. tuberculosis FBA, fluorescence read-out; inhibition, % at 1 µM; 360,000 compounds, 2.3% hits; AID 588726; in the data active = inhibition above about 27%;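 note: 0% = vehicle and 100% = reference inhibitor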
BH1578 lux ind: induces V. cholerae light production without autoinducers | AID 588436 | V. cholerae BH1578 lux reporter, luminescence, 6 h | activation, % at 18.7 µM | 350,000 compounds, 0.16% hits; in the data active = activation mostly above about 9.7%, no sharp cut-off; note: not every result past the cut was called active; inactives centre near 0; reference of the scale not given here
* marks the source's active call; other numbers are inactive results; i = inactive; . = no result given.

(1) COc1ccccc1N1CCN(C(=O)CNC(=O)c2ccc(Cl)cc2Cl)CC1
(2) CC(=O)Nc1ccc2c(c1)n(C)c(=O)n2C
(3) COCCSc1ccccc1C(=O)NCc1ccc(S(N)(=O)=O)cc1
(4) O=C(O)c1cn(-c2ccccc2)nc1-c1ccncc1
(5) COc1ccc(OC)c(NC(=O)c2ccccc2NS(=O)(=O)c2cccc3cccnc23)c1
(6) CC(C)(C)NC(=O)C(c1ccncc1)N(C(=O)Cn1nnc(-c2ccc(F)cc2)n1)c1cccc(F)c1 (stereo unspecified)
compound no.,1,2,3,4,5,6
Yp Topo-I inh,14,3,-6,-8,11,1
FadD28 FP inh,-1.5,-3.7,-2.5,-2.2,-1.1,-2.3
GDH-TPI inh,-3,-10,4,5,6,3
BioA inh,3.0,.,0.4,-0.4,-1.8,.
PfHsp40 yeast,1.5,-0.1,-1.4,-1.1,-1.4,-0.3
UGM FP inh,-1.0,-1.3,-0.1,0.4,-1.9,3.1
TcdB inh,0.4,.,0.5,.,.,0.8
FBA Mtb inh,-1,3,-1,12,-2,-7
BH1578 lux ind,i,-0.4,-2.4,2.1,2.8,i

(7) O=C1N(c2ccc(Cl)cc2)C(c2ccccc2)N2CCCN12 (stereo unspecified)
(8) Cc1ccc(NC(=O)CN2CCN(C)CC2)cc1Br
(9) Cc1ncnc(N)c1CCCNc1ccccc1
(10) O=C(Nc1ccccc1C(=O)N1CCCC1)C1CCN(c2ncccn2)CC1
(11) Cc1ccccc1C(=O)NNS(=O)(=O)c1ccc(F)cc1
(12) CCOc1cc(/C=C2/NC(=O)N(CC(=O)Nc3cccc(C)c3)C2=O)ccc1O
compound no.,7,8,9,10,11,12
Yp Topo-I inh,-2,-8,-1,1,4,-15
FadD28 FP inh,-0.1,-3.9,-2.2,-3.3,-1.9,16*
GDH-TPI inh,10,-6,11,-1,11,30
BioA inh,.,-1.0,.,0.0,-1.1,-1.1
PfHsp40 yeast,1.2,-1.7,1.8,0.2,.,1.1
UGM FP inh,-0.4,.,.,0.3,.,3.8
TcdB inh,.,0.9,0.2,.,-0.4,.
FBA Mtb inh,4,-6,2,9,2,-4
BH1578 lux ind,-0.2,i,i,-1.0,-5.8,2.0

(13) c1ccc2c(c1)nc(NC1CCCCC1)c1nncn12
(14) COc1ccc(-c2noc(CNS(=O)(=O)c3ccc(NC(C)=O)cc3)n2)cc1
(15) CSc1nc(Cl)c(Cc2ccc(OCC(C)C)cc2)c(N2CCOCC2)n1
(16) Oc1ccc(Cl)cc1C=Nc1ccc2c3c(cccc13)CC2
(17) CCn1c(=S)sc2c(=O)n(CC(=O)Nc3cc(OC)ccc3OC)c(C)nc21
(18) COC(=O)CCC(=O)N1CCC(CCC(=O)NCc2ccc(F)cc2)CC1
compound no.,13,14,15,16,17,18
Yp Topo-I inh,-3,-4,3,-1,-1,7
FadD28 FP inh,-2.7,-2.6,-2.2,-1.4,0.5,-4.2
GDH-TPI inh,16,7,3,17,27,-9
BioA inh,0.4,-0.9,0.4,-0.2,2.5,0.1
PfHsp40 yeast,0.2,0.1,-1.0,-0.9,2.1,0.5
UGM FP inh,0.7,0.7,2.5,.,-3.1,6.2
TcdB inh,0.3,1.2,-1.3,0.4,2.7,0.3
FBA Mtb inh,4,0,-5,51*,1,-3
BH1578 lux ind,-0.3,-0.2,-0.3,-0.3,i,i

(19) CC1(C)SC2c3ccccc3C(=O)N2[C@@H]1C(=O)O (stereo partly specified)
(20) CS(=O)(=O)Cc1ccc(C(=O)N2CCCC2c2cccs2)cc1 (stereo unspecified)
(21) CCOC(=O)c1cccc(NC(=O)C2CCCO2)c1 (stereo unspecified)
(22) O=S(=O)(c1ccccc1)N(Cc1cccc(F)c1)c1ccccc1
(23) COc1ccccc1OCC(=O)Nc1ccc(S(=O)(=O)N2CCN(C)CC2)cc1
(24) O=C1C2CC=CCC2C(=O)N1c1ccc(NCCc2ccc(Cl)cc2)c([N+](=O)[O-])c1 (stereo unspecified)
compound no.,19,20,21,22,23,24
Yp Topo-I inh,-3,-7,2,-11,-4,12
FadD28 FP inh,-0.9,.,0.9,-1.1,0.2,0.5
GDH-TPI inh,2,1,0,2,-1,4
BioA inh,2.9,-3.6,-0.4,0.3,-2.2,-0.4
PfHsp40 yeast,1.3,-0.1,-0.8,-0.4,11,-0.5
UGM FP inh,-1.4,1.2,0.3,2.1,-2.1,1.3
TcdB inh,1.1,1.1,.,-7.0,0.8,0.6
FBA Mtb inh,-2,1,1,-1,0,-6
BH1578 lux ind,i,0.2,-0.7,-0.6,i,i

(25) O=C(CSc1ccc(-c2ccccn2)nn1)Nc1ccc(F)cc1F
(26) O=C(CCn1c(=O)sc2ccccc21)NCCCn1ccnc1
(27) COc1ccc(-n2c(C)cc(=O)[nH]c2=O)cc1
(28) Cc1cnc(C(=O)Nc2cccc(-c3nnc4n3CCCCC4)c2)cn1
(29) CN(CC(=O)Nc1ccccc1C(F)(F)F)C(=O)C1CCN(S(=O)(=O)c2ccc3c(c2)OCCO3)CC1
(30) O=C(O)C1C2OC(C(Br)C2Br)C1C(=O)O (stereo unspecified)
compound no.,25,26,27,28,29,30
Yp Topo-I inh,7,-11,5,-12,5,3
FadD28 FP inh,-1.4,-2.6,1.0,-1.4,-1.4,.
GDH-TPI inh,-1,-3,4,-10,13,4
BioA inh,-1.2,-0.5,-1.4,21,.,0.2
PfHsp40 yeast,1.2,-0.3,-1.5,4.9,0.0,-0.5
UGM FP inh,1.2,-0.5,2.3,0.4,-0.3,.
TcdB inh,-0.6,.,1.6,.,0.7,2.1
FBA Mtb inh,-1,1,1,5,-2,0
BH1578 lux ind,-0.3,i,i,i,-0.7,i

(31) Cc1ccccc1-c1nc(CS(=O)CC(=O)NCCN2CCOCC2)c(C)o1 (stereo unspecified)
(32) CSc1nsc(/C=C/Nc2ccc(C)c(C)c2)c1C#N
(33) COc1ccc(/C=C2\SC(=S)N(CCCC(=O)N3CCOCC3)C2=O)cc1
(34) CC(C#N)Sc1ccc(S(=O)(=O)N2CCCCC2)cn1 (stereo unspecified)
(35) O=[N+]([O-])c1cc2c(cc1/C=N/Nc1nc(Nc3ccccc3)nc(N3CCCCC3)n1)OCO2
(36) Cn1cnnc1SCC(=O)NC1CC1
compound no.,31,32,33,34,35,36
Yp Topo-I inh,9,-12,29,-10,0,-7
FadD28 FP inh,-0.2,0.8,-2.7,-0.3,-0.4,-2.2
GDH-TPI inh,11,5,1,12,2,-1
BioA inh,-0.4,-2.8,0.2,1.9,-1.0,-1.3
PfHsp40 yeast,0.7,-0.4,2.1,0.1,0.7,-0.1
UGM FP inh,-2.1,2.7,-0.3,-1.2,0.2,0.0
TcdB inh,-3.0,1.8,1.7,0.2,.,3.6
FBA Mtb inh,0,4,-5,4,2,-2
BH1578 lux ind,0.0,-0.3,0.1,i,i,i

(37) CCOC(=O)c1c(N=CN(C)C)c(C#N)n2c1CCC2
(38) COc1ccc(C(=O)C2CCCN(C(=O)C3=CCCC3)C2)c(C)c1 (stereo unspecified)
(39) O=C1[C@H]2[C@@H](c3ccc(F)cc3)N3C(=O)N(c4cccc(Br)c4)C(=O)[C@@]3(Cc3ccccc3)[C@H]2C(=O)N1C1CCCCC1
(40) COCCn1c(C)cc(/C=N/NC(=O)c2cc3ccccc3cc2O)c1C
(41) O=C(Oc1ccc(N(C(=O)c2ccncc2)S(=O)(=O)c2ccc(F)cc2)cc1)c1ccncc1
(42) CN(CC(=O)Nc1c(Cl)cccc1Cl)C(=O)CC1OC(=O)c2ccccc21 (stereo unspecified)
compound no.,37,38,39,40,41,42
Yp Topo-I inh,20,9,1,-11,8,6
FadD28 FP inh,-1.3,-2.6,-5.0,11*,-0.4,0.3
GDH-TPI inh,-6,8,-1,21,-5,-11
BioA inh,-0.3,0.9,-0.9,.,3.6,-0.6
PfHsp40 yeast,-0.4,-1.0,0.8,-0.1,4.5,-1.7
UGM FP inh,-0.5,-3.0,1.0,-2.1,1.4,-0.2
TcdB inh,.,0.1,0.1,.,2.5,0.1
FBA Mtb inh,-1,3,1,-1,0,2
BH1578 lux ind,i,i,-5.0,i,-0.4,2.0

(43) CCCc1nc2nc(C)c(NS(=O)(=O)c3ccc(C)c(C)c3)c(=O)n2[nH]1
(44) Cc1ccccc1-c1cc(C(=O)NCC2CC2)n(CC2CC(c3cccnc3)=NO2)n1 (stereo unspecified)
(45) Nc1nc(NC2CCCCC2)nc(NCCO)c1[N+](=O)[O-]
(46) CC(=O)c1cccc(NC(=O)c2ccc(C)c(S(=O)(=O)N3CCOCC3)c2)c1
(47) CC(CCn1cccn1)NC(=O)c1cc(COc2ccc(F)cc2F)on1 (stereo unspecified)
(48) O=c1nc2c(-c3cccc(Br)c3)n[nH]n2c2ccccc12
compound no.,43,44,45,46,47,48
Yp Topo-I inh,-4,10,9,1,5,0
FadD28 FP inh,-0.4,0.8,-2.8,.,-1.0,1.0
GDH-TPI inh,15,3,20,-2,3,-5
BioA inh,-6.7,3.3,-0.9,.,2.2,-2.0
PfHsp40 yeast,.,2.3,2.3,0.1,1.0,-0.8
UGM FP inh,.,-1.2,0.3,1.4,-0.9,-1.1
TcdB inh,0.9,1.0,0.6,1.3,0.8,-1.6
FBA Mtb inh,3,2,0,-2,1,6
BH1578 lux ind,i,-0.1,-0.6,-0.2,i,0.8

Fetched by structure from above, three records:
(44) Cc1ccccc1-c1cc(C(=O)NCC2CC2)n(CC2CC(c3cccnc3)=NO2)n1 (stereo unspecified)
(45) Nc1nc(NC2CCCCC2)nc(NCCO)c1[N+](=O)[O-]
(43) CCCc1nc2nc(C)c(NS(=O)(=O)c3ccc(C)c(C)c3)c(=O)n2[nH]1
compound no.,44,45,43
Yp Topo-I inh,10,9,-4
FadD28 FP inh,0.8,-2.8,-0.4
GDH-TPI inh,3,20,15
BioA inh,3.3,-0.9,-6.7
PfHsp40 yeast,2.3,2.3,.
UGM FP inh,-1.2,0.3,.
TcdB inh,1.0,0.6,0.9
FBA Mtb inh,2,0,3
BH1578 lux ind,-0.1,-0.6,i

Next section
(49) Cc1ccc(S(=O)(=O)N2CCOC2CNC(=O)C(=O)NCc2ccncc2)cc1 (stereo unspecified)
(50) CC(=O)N(C)c1ccc(N=Cc2c(O)ccc3ccccc23)cc1
(51) O=C(NCc1ccncc1)C(=O)NCC1OCCCN1S(=O)(=O)c1ccc(F)cc1 (stereo unspecified)
(52) O=C1/C(=C/c2ccc(F)cc2)SC(=S)N1CCCC(=O)N1CCCCC1CCO (stereo unspecified)
(53) COc1ccccc1CNC(=O)[C@H](C)NC(=O)C1CCN(C(=O)[C@@H](N)C(C)C)CC1
(54) O=C(NN=C1C2CC3CC1CC(Cl)(C3)C2)c1ccccn1
compound no.,49,50,51,52,53,54
Yp Topo-I inh,1,5,8,21,-1,-1
FadD28 FP inh,-0.9,0.8,0.0,-0.2,-1.2,-3.4
GDH-TPI inh,2,13,0,10,2,7
BioA inh,-0.2,0.4,1.5,1.5,1.0,-0.4
PfHsp40 yeast,0.7,1.5,0.0,-0.6,-1.1,0.2
UGM FP inh,-1.2,0.8,-1.8,1.8,-0.8,-3.2
TcdB inh,0.7,0.3,0.4,1.0,0.9,-2.5
FBA Mtb inh,7,2,0,0,7,-1
BH1578 lux ind,-0.7,0.4,-1.3,2.6,-0.4,-6.7

(55) COc1ccc(-n2c(-c3ccc(C)cc3)n[nH]c2=S)cc1
(56) Cc1ccc(Cn2ncn3c(cc4ccccc43)c2=O)cc1
(57) Cc1nc2c(-c3ccc(F)cc3)c(C)nn2c(C)c1CCC(=O)NCc1ccco1
(58) O=C(OCc1ccc(F)cc1)c1ccc2ccccc2n1
(59) CC(=O)c1nn(-c2cccc(Br)c2)cc1C(=O)c1ccc(Cl)cc1
(60) O=C(Cn1nc(C(=O)O)c2ccccc2c1=O)Nc1cccc(S(=O)(=O)N2CCCCCC2)c1
(61) N#Cc1ccccc1OCCN1C(=O)c2ccccc2C1=O
compound no.,55,56,57,58,59,60,61
Yp Topo-I inh,3,33,0,-5,17,-3,-11
FadD28 FP inh,-2.2,-4.7,-1.8,-2.7,-2.8,-2.4,-3.7
GDH-TPI inh,-11,6,1,4,11,11,2
BioA inh,.,13,-0.9,1.5,-2.7,.,1.4
PfHsp40 yeast,-0.8,1.8,-0.7,1.1,-1.2,0.6,-1.4
UGM FP inh,2.7,0.3,-3.4,-5.9,-0.3,-0.8,0.5
TcdB inh,2.9,.,-1.5,1.6,-1.3,0.5,.
FBA Mtb inh,2,0,-1,1,-3,6,0
BH1578 lux ind,-0.4,-0.5,-0.2,-0.3,-6.7,.,1.0
